NR2E3 ag-1: inhibitors of NR2E3-RetCOR corepressor binding, primary screen, NR2E3 agonist project, biochemical, TR-FRET, GST-NR2E3, biotin-RetCOR; Photoreceptor-specific nuclear receptor (Homo sapiens), Q9Y5X4; 1536-well; AID 2300, 2010; inhibition of corepressor binding, % at 4.78 µM; 320,000 compounds, 0.12% hits;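 active = percent inhibition above the cutoff of mean plus 3 SD of all tested compounds, set per screening campaign, cut at about 20% in these data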;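 note: 0% = DMSO wells and 100% = biotin wells as full block of FRET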
Target sequence (Q9Y5X4 whole entry, looked up): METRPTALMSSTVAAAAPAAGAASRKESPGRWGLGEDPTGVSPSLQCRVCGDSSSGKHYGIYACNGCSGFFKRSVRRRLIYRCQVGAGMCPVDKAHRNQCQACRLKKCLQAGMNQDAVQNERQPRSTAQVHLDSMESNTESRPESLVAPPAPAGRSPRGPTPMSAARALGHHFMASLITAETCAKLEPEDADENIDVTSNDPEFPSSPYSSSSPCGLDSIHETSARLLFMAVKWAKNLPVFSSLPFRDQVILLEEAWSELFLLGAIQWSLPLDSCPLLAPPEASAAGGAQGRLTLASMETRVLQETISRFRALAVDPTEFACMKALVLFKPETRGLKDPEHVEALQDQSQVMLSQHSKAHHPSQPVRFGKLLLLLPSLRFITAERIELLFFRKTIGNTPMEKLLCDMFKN
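Test system: GST-NR2E3 and biotin-RetCOR proteins | Quantity: 1.35 nM GST-tagged NR2E3 final | Medium: Tris pH 7.5 | Also added: 7 nM biotin-RetCOR | Dosing: Compound at 4.8 µM, single dose | Timing: 5 h at 4 °C | Detection: Time-resolved FRET | Read-out basis: Percent inhibition | Benchmarks: Biotin wells as high control, 0.6% DMSO wells as low control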
KKLEB cytotox: cytotoxicity in KKLEB CF airway cells, primary screen, cytotoxicity control for CF NF-kB inhibitor project, cell-based, uHTS, fluorescence assay plates; AID 602141, 2011; activity change (cytotoxicity), % at 5 µM; KKLEB CF airway cells viability, ATPlite luminescence, overnight; active compounds read low; cells stimulated with P. aeruginosa culture filtrate; 360,000 compounds, 0.36% hits;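 active = corrected activity change at or below -50% at 5 µM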
NR2E3 ag-2: NR2E3 agonists in two-hybrid cells, primary screen, cell-based, luminescence, CHO-S, Gal4-NCOR/VP16-NR2E3; Photoreceptor-specific nuclear receptor (Homo sapiens), Q9Y5X4; 360,000 compounds, 0.35% hits; inhibition of corepressor binding, % at 3.98 µM; AID 602229, 2012; luciferase;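 active = inhibition above the mean of all tested compounds plus 3 SD, cut at about 70% in these data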;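 note: 0% = DMSO with NR2E3 transfected cells and 100% = cells lacking NR2E3 construct; higher means lower luciferase signal from less NR2E3 corepressor binding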
CaV13 ICDI inh: Primary screen for inhibitors of IQ motif and Ca2+-dependent inactivation inhibitor domain binding in CACNA1D, Förster resonance energy transfer in living cells, …. 340,000 compounds, 0.098% hits. HEK cells, CFP/YFP FRET ICDI-IQ, plate reader, 10 min; percent FRET-ratio fall versus neutral wells. inhibition, % at 12.3 µM;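 active = mean replicate inhibition of at least 30% and at least 1% of replicates passing that level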;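 note: 0% = median of the neutral control wells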
Vif imaging: HIV Vif self-association inhibitors, primary screen, imaging, HEK293T, single point | HEK293T cells, Vif self-association by quenched fluorescence, 24 h | inhibition, % at 7.49 µM | 340,000 compounds, 0.35% hits | AID 602346, 2012; in the data active = inhibition above about 50%, passing the limit was not always enough; note: some results filed as inactive read as strong as hits
HIF-2a inh: HIF-2a reporter inhibitors, primary screen, luminescence, 786-0 RCC cells. 786-0 RCC cells HIF-2a reporter, luciferase luminescence, overnight. inhibition, % at 18.8 µM. 360,000 compounds, 0.72% hits. AID 624352, 2012;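 active = inhibition of the luminescence signal of 40% or more relative to plate controls, in a single-dose primary screen at 18.75 µM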
PDI inh: inhibitors of human PDI, primary screen, biochemical, turbidity, single point, plate reader; Protein disulfide-isomerase (Homo sapiens), P07237; PDI insulin aggregation turbidity, A650, 90 min; inhibition, % at 10 µM; 350,000 compounds, 0.052% hits;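 active = mean inhibition across replicates of 30% or more, whatever share of single replicates reach that level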;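 note: absorbance from insulin aggregation driven by PDI reduction with DTT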
Target sequence (P07237 whole entry, looked up): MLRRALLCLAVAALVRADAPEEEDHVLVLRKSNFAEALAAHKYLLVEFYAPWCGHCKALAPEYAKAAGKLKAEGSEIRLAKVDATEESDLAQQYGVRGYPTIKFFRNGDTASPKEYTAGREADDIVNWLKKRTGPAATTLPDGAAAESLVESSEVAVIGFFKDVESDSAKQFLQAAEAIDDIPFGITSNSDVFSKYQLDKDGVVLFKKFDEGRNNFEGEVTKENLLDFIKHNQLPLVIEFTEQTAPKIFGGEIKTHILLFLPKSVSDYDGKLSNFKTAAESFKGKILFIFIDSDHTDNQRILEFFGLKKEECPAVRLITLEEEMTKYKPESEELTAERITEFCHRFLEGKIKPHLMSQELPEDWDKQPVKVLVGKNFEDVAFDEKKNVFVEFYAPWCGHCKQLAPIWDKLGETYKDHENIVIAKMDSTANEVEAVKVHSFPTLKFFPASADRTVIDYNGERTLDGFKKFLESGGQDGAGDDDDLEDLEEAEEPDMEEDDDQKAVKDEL
Shn3 3UTR inh: reduction of Shn3 3'UTR firefly luciferase signal, primary screen, Schnurri-3 inhibitor project, cell-based, Clone20 osteoblasts, set 2; 360,000 compounds, 0.52% hits; Clone20 osteoblast Shn3 3'UTR firefly luciferase, 24 h; inhibition, % at 12.5 µM;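 active = mean inhibition of at least 75% with every replicate also reaching 75%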;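 note: 0% = median of neutral control wells and 100% = pilot-screen positive control compound; some compounds past the cut are filed as inactive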
Peg3 promoter: Peg3 promoter-driven luciferase inhibitors, primary screen, cell-based, HeLa, luciferase luminescence; HeLa PEG-Prom luciferase reporter, overnight; inhibition, % at 20 µM; 360,000 compounds, 1.7% hits; AID 588405, 2011;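 active = inhibition of at least 50% at 20 µM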
TRPM1 prom inh: inhibitors of MITF-dependent TRPM1 promoter reporter, primary screen, cell-based, SK-MEL-5, single point, luciferase; SK-MEL-5 TRPM1 promoter luciferase, 24 h; inhibition, % at 12.5 µM; 330,000 compounds, 0.83% hits; AID 488899, 2010;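 active = mean inhibition across replicates of 60% or more, whatever share of single replicates reaches that level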; note: values of inactives mirror those of a sister screen read the other way
CF NFkB block: inhibitors of PAF-induced NF-kB signaling, primary screen, cell-based, GFP fluorescence, uHTS. KKLEB NF-kB-GFP reporter, GFP fluorescence overnight. inhibition, % at 5 µM. 360,000 compounds, 0.86% hits. AID 588850, 2011;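 active = at least 50% inhibition at 5 µM, scaled per plate between neutral and stimulator controls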;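 note: PAF is a Pseudomonas aeruginosa culture filtrate used as stimulus; plate controls were PAF-stimulated DMSO wells for no effect and unstimulated DMSO wells for full effect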
* marks the source's active call; other numbers are inactive results; . = not tested or not shown. Compounds were not picked by outcome; overall some 3.3% were active at least once.

SMILES	NR2E3 ag-1	KKLEB cytotox	NR2E3 ag-2	CaV13 ICDI inh	Vif imaging	HIF-2a inh	PDI inh	Shn3 3UTR inh	Peg3 promoter	TRPM1 prom inh	CF NFkB block
CCN(c1cccc(C)c1)S(=O)(=O)c1cccc2nsnc12	2	0	0	-4	.	15	5	1	21	14	0
Cc1ccc(S(=O)(=O)NCCC(=O)Nc2ccc(Cl)c(Cl)c2)cc1	2	-4	36	-16	15	13	3	16	34	-2	0
COc1ccc(-c2cc3c(=O)n(CC(=O)NCc4ccc(Cl)cc4)ncn3n2)cc1	-1	-16	-20	-6	8	9	.	-7	8	-14	35
CCN1CCN(S(=O)(=O)c2ccc(Cl)c(C(=O)N(CC)Cc3ccccc3)c2)CC1	.	3	9	-6	.	8	-4	0	7	4	2
CCOc1ccc(-n2ccn(CC(=O)NCCc3ccccc3)c(=O)c2=O)cc1	.	-4	-7	-6	7	19	17	-1	9	0	-12
Cc1ccc(-c2nnc(SCC(=O)OC(C)C)n2N)cc1	3	-4	-21	-6	7	7	-1	-13	-5	3	-9
O=C(COc1ccccc1)NNC(=O)COc1ccc([N+](=O)[O-])cc1	0	10	-1	0	38	4	5	16	-9	-3	-1
CN(Cc1ccccc1)CC1CCCN(CCc2ccccc2F)C1 (stereo not drawn)	0	-8	-10	-5	-7	9	0	12	6	-21	11
COc1cc(Cl)c(C)cc1NC(=O)CSc1nnc(-c2ccco2)n1CC(C)C	-2	12	-6	-4	-8	22	1	30	12	1	0
Nc1c(S(=O)(=O)c2ccccc2)c2nc3ccccc3nc2n1C1CC1	2	8	5	-7	-10	18	-1	-1	25	-4	0
CC(=O)N/C(=C\c1ccccc1)C(=O)OCC(=O)c1ccc(F)cc1	2	2	12	-6	-3	1	-3	-11	-9	8	1
O=C(/C=C1\NC2(CCCC2)Cc2ccccc21)N1CCOCC1	2	-2	-1	.	9	20	5	-21	8	-11	-5
CCCCN(C(=O)CCN1C(=O)C2CC=CCC2C1=O)c1c(N)n(CCCC)c(=O)[nH]c1=O (stereo not drawn)	.	16	-8	-5	-1	5	-4	17	-3	-11	0
Cc1ccc(Sc2ncccc2C(=O)N(C)Cc2cccs2)c(C)c1	-1	-1	-19	-5	7	-1	2	15	11	-5	8
O=C(COc1cccc2cccnc12)Nc1ccccc1	2	8	-5	-2	-6	-211	0	-7	-148	-35	-14
CCOc1ccc(/C=C/C(=O)c2ccccc2)cc1	3	-12	-61	-18	4	-340	-52	-110	-231	-84	-4
COc1ccc(NC2=NCC(=O)N2c2ccccc2)c(OC)c1	1	-1	-8	.	8	-5	-4	0	0	2	-5
CC(C)n1c(/N=C/c2c[nH]c3ccccc23)nc2ccccc21	3	14	10	-9	-4	-46	-6	-12	-6	4	7
O=C(Cn1c2[n+](c3ccc(C(F)(F)F)cc31)CCCCC2)Nc1ccccc1	-3	-3	22	-5	3	5	0	19	11	6	5
CCCCOP(=O)(c1ccc(N(C)C)cc1)C(O)c1c(Cl)cccc1Cl (stereo not drawn)	0	2	-24	-3	-1	18	14	23	15	-4	3
O=C(c1ccco1)N1N=C(c2cccs2)CC1c1cc([N+](=O)[O-])ccc1O (stereo not drawn)	0	-8	17	-6	9	-6	0	-31	5	4	-2
Cc1ccc(NC(=O)CSc2nncs2)cc1Cl	1	-5	-21	-8	4	-45	5	-71	-56	-18	7
O=C(COc1ccc2ccc(=O)oc2c1)N1CCc2ccccc21	0	-1	-24	-1	26	-182	4	-21	-132	-58	-39
CC(=O)c1ccc(S(=O)(=O)Nc2cccc(S(=O)(=O)NC3=NCCC3)c2)cc1	0	-5	-6	-6	0	12	9	-24	-16	-1	3
Cc1cc(NC(=O)CSc2nnc(-c3ccc([N+](=O)[O-])cc3)o2)no1	2	4	2	-6	-4	-15	-5	-14	-46	4	-17
CC(C)CN(C(=O)COC(=O)c1cccc2ccccc12)c1c(N)n(Cc2ccccc2)c(=O)[nH]c1=O	2	-15	-4	-5	13	26	3	15	14	20	16
CCN(CC(=O)Nc1c(F)cccc1F)C(=O)CCNS(=O)(=O)c1ccc(C)c(C)c1	-4	4	14	-6	-4	-2	2	6	6	8	8
CCc1ccccc1N(CC(=O)NCc1ccc(OC)cc1)C(=O)CCC(=O)Nc1ccccn1	0	0	-11	-7	-8	17	4	5	7	6	6
COc1ccccc1CN=Cc1[nH]c2ccc(Br)c(Cl)c2c1O	0	-8	-12	-4	3	-2	-20	-2	0	14	6
O=C(Nc1ccccc1)OCCN1CCN(Cc2ccccc2)CCC1=O	1	-8	-9	-10	2	-3	-4	-1	-6	-14	28
Cc1cccc(OCc2nnc(SCC(=O)N(C)C3CCCCC3)o2)c1	.	-9	-22	-6	-5	-14	-2	-4	-14	-6	15
COC1=CCC2([N+](=O)[O-])CN(CCO)CC1([N+](=O)[O-])C2 (stereo not drawn)	1	-4	1	-7	-10	27	-8	-18	-14	5	-9
Cc1cc(NC(=O)c2cc(C3CC3)on2)no1	3	4	-43	-4	5	-187	.	-71	-144	.	10
O=C(C[C@@H]1C/C=C\C[C@@H](Cc2ccc(F)cc2)C(=O)OC[C@H]2CCCN2C1=O)NCCO	.	3	-36	-5	0	16	0	-19	-13	-1	-2
CC(=O)O[C@]1(C(C)=O)CC[C@H]2[C@@H]3C=C(C)C4=CC(=O)CC[C@@H]4[C@H]3CC[C@@]21C	-4	-10	-11	-4	1	11	-4	77	14	4	6
O=C(O)/C=C/C(=O)N1CCN(c2ccccc2F)CC1	0	0	-8	-18	2	6	-2	14	-2	8	4
CCc1cc2c(=O)[nH]c(Cc3ccc(Cl)cc3)nc2s1	5	6	-22	.	4	-4	15	1	2	-3	7
COc1ccc(NS(=O)(=O)c2ccc(OC)c(N(C)S(=O)(=O)c3ccc(Cl)cc3)c2)cc1	-2	-16	40	-8	-18	13	4	87*	35	19	17
Cn1c(N)c(C(=O)COC(=O)c2nc(Cl)ccc2Cl)c(=O)n(C)c1=O	0	8	6	-3	2	14	2	-15	0	4	18
CCCC1CCC(c2nc(-c3cccnc3)no2)CC1 (stereo not drawn)	0	-9	3	-4	-2	12	6	-79	9	-68	-8

Some of the entries above in a different format.
Compound | NR2E3 ag-1 | KKLEB cytotox | NR2E3 ag-2 | CaV13 ICDI inh | Vif imaging | HIF-2a inh | PDI inh | Shn3 3UTR inh | Peg3 promoter | TRPM1 prom inh | CF NFkB block
Cc1cc(NC(=O)c2cc(C3CC3)on2)no1 | 3 | 4 | -43 | -4 | 5 | -187 | . | -71 | -144 | . | 10
O=C(C[C@@H]1C/C=C\C[C@@H](Cc2ccc(F)cc2)C(=O)OC[C@H]2CCCN2C1=O)NCCO | . | 3 | -36 | -5 | 0 | 16 | 0 | -19 | -13 | -1 | -2

Continued.
SMILES	NR2E3 ag-1	KKLEB cytotox	NR2E3 ag-2	CaV13 ICDI inh	Vif imaging	HIF-2a inh	PDI inh	Shn3 3UTR inh	Peg3 promoter	TRPM1 prom inh	CF NFkB block
CC1Cc2ccccc2N1C(=O)COC(=O)C1(c2ccccc2F)CCCC1 (stereo not drawn)	-3	-4	6	-18	0	29	2	13	26	2	16
COc1ccc(/C=N/NC(=O)c2ccc(O)cc2O)cc1CSc1ccccn1	-2	-3	-19	-16	5	-38	-2	-15	3	8	11
CCN(C(=O)COC(=O)[C@H](C)N=C1NS(=O)(=O)c2ccccc21)C1CCS(=O)(=O)C1 (stereo partly drawn)	.	-14	3	-6	-5	-2	8	0	3	22	1
CN1CCc2c(OCC(=O)N3N=C(c4cccs4)CC3c3ccc(F)cc3)cccc2C1=O (stereo not drawn)	0	-13	12	-15	-1	-1	-7	1	7	-2	30
Cc1ccc(-n2ncc3c(=O)n(CC(=O)N(C(C)C)C(C)C)cnc32)cc1	1	-1	-6	-6	2	12	-3	27	17	0	11
CSc1ccc(C(=O)NC2CCSc3ccccc32)cc1 (stereo not drawn)	5	-4	-4	-4	-6	-68	-6	-16	-49	-31	14
CCOc1cc(N2CCOCC2)c(OCC)cc1NC(=O)c1cc(-c2ccco2)nc2ccccc12	0	-39	16	-7	.	-6	4	92*	50	17	99*
O=C(COc1ccc(C(=O)Nc2ccc(Cl)cc2)cc1)NCc1ccccc1	-3	-30	-4	-6	9	-21	-2	8	3	-1	10
CC(=O)NC(Cc1ccccc1C)C(=O)NC1CCN(C(=O)NCc2ccccc2)CC1 (stereo not drawn)	.	3	-31	-3	-6	10	0	11	8	-2	29
CC(=O)CSc1nc2ccc(Nc3nc(N4CCOCC4)nc(N4CCOCC4)n3)cc2s1	2	16	-4	-6	-5	12	5	4	11	-7	7
CCOC(=O)CCN	6	4	-22	-10	-6	17	-6	19	0	6	-2
O=C(NCCn1ccc2ccccc21)c1cccc([N+](=O)[O-])c1	8	-3	-26	8	-8	-33	-2	-14	-4	-12	10
CCCc1cc(=O)oc2c(C)c(OCC(=O)N3CCC(C(N)=O)CC3)ccc12	0	22	-35	.	4	-3	.	12	12	1	-22
C=C[C@@H]1c2ccccc2N(S(=O)(=O)c2ccc(C)cc2)[C@H](c2ccc(OC(C)=O)cc2)C1(C#N)C#N	6	-16	-30	-14	-1	22	-1	7	29	8	18
COc1cc(CNc2ccc3c(c2)CCC3)cc(OC)c1O	-2	-2	22	-5	3	-8	17	2	-10	7	9
COc1cccc(Nc2nc(-c3cccnc3)cs2)c1	0	-6	-150	-1	-2	-285	-4	-104	-342	-79	10
CCNC(=O)NC(=O)c1csc([N+](=O)[O-])c1	1	-12	1	-17	-3	19	2	-2	-2	12	2
COc1ccc(CCN2CCCC(CN(C)C(=O)c3ccoc3C)C2)cc1 (stereo not drawn)	4	5	-61	.	1	-98	-3	-7	-86	-6	-23
C=CCOc1ccc2ccccc2c1CNCCCN1CCOCC1	0	-5	17	.	5	9	10	-6	-3	-4	7
O=C(NCc1cccnc1)c1cc(C2CCCN(C(=O)C3CCCCC3)C2)on1 (stereo not drawn)	.	-11	-7	-5	8	4	-2	5	4	.	6
CC1(C(=O)N2CCC(CC3CC(c4cccc(Br)c4)=NO3)(C(=O)NCC3CCCCC3)CC2)CC1 (stereo not drawn)	-2	1	23	-4	12	-10	-2	3	0	5	1

From PubChem BioAssay
